Source: PubChem
S3 lipid droplet = qHTS Assay for Lipid Storage Modulators in Drosophila S3 Cells; AID 2685, 2010; actives 0.64% (n = 320,000); Drosophila S3 cells, BODIPY lipid droplet fluorescence, 18-24 h; cells fed with added oleic acid; Potency in µM for hits, for the others lipid storage change, negative = inhibition, % at the top dose, mostly 46.1 µM; active means well fitted inhibition curve with a large enough effect in the signal ratio, with a control signal flat, not every such curve was filed as active; inconclusive means small, poorly fitted or top-dose-only effect, or effect the other way, or a change in a side signal; the % refers to the signal ratio
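Drosophila S3 cells loaded with oleic acid (400 uM, as added) and compounds at several concentrations; lipid droplets imaged by 488-nm laser-scanning cytometry, 500–530 nm intensity and object ratio to cell channel. Percent activity normalized to 20 uM Triacsin C.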
S3 lipid droplet cell count max = further read-out of S3 lipid droplet, marked with its call; cell number change, %; measured here: cell count max response;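 cells counted by Cell Tracker Red CMTPX staining in the red channel; peak over a dose series mostly up to 46.1 µM; percent activity relative to internal control wells on each plate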
Numbers without * were called inactive; i = inactive; ? = inconclusive; . = not tested or not shown; [ ] = another dose, or the depositor's remark. On the % scale 0 is the no-effect control and ±100 the full control effect; potency means the concentration at half of the fitted maximal effect. These rows are one share of the data. The share of hits here may be higher or lower than overall.

Values in the order – S3 lipid droplet cell count max | S3 lipid droplet
CN1c2ccccc2C2(C)CCCC3=Cc4cc([N+](=O)[O-])cc([N+](=O)[O-])c4OC312 (stereo unspecified)
 : . | ?
CCOC(=O)c1c(C)c(C(=O)NC(C)COC)c(C)n1C (stereo unspecified)
 : . | ?
CCOc1ccc(C2CC(=O)NC(SC)=C2C#N)cc1 (stereo unspecified)
 : 16.0 | 3.3%
CC(N=Cc1ccccc1O)c1ccccc1 (stereo unspecified)
 : -13.6 | i
Fc1ccccc1-c1csc(=Nc2cccnc2)n1CCCn1ccnc1
 : . | ?
O=C(CC1NC(=O)NC1=O)NC1(C(=O)NC2CCCCC2)CCCCC1 (stereo unspecified)
 : . | ?
COc1ccc(CN2CCC(=O)N([C@H](CO)c3ccccc3)CC2)cc1
 : . | ?
CC(=O)Nc1cccc(/C(C)=N/NC(=O)c2ccc(CN3CCOCC3)cc2)c1
 : 19.0 | 3.1%
CCOC(=O)N1CCN(C(=O)Cc2ccccc2OC)CC1
 : 0.5 | -5.3%
Cc1ccccc1-n1nc2c(c1NC(=O)c1ccc(S(=O)(=O)N(C)C)cc1)CSC2
 : . | ?
O=C1N(Cc2cccnc2)C[C@@H]2C[C@@H](c3ccc4nsnc4c3)N3CCC[C@@]123
 : 8.3 | 2.6%
C=CCn1c(C(C)NC(=O)c2ccccc2C)n[nH]c1=S (stereo unspecified)
 : . | ?
Cc1ccc(NS(=O)(=O)c2ccc(CCC(=O)NCCCOC(C)C)cc2)cc1
 : . | 7.3%
Cc1ccc(S(=O)(=O)NNC(=O)C2CC=CCC2C(=O)O)cc1 (stereo unspecified)
 : 23.8 | 13.3%
C=CCN(Cc1nc(-c2ccc(OC)cc2)no1)C(=O)c1ccc2c(c1)OCO2
 : . | ?
CCNC(=S)NNC(=O)c1csc2ccccc12
 : -10.9 | 4.7%
Clc1ccc(/C=N/c2c(-c3ccco3)nc3ccccn23)cc1
 : . | ?
COc1ccc(CN2C(=O)CS(=O)CC2=O)cc1OC
 : . | ?
COc1ccc(C2=NS(=O)(=O)N(C)C(C(=O)NC(C)c3ccccc3)=C2)cc1 (stereo unspecified)
 : . | ?
O=C(Cn1nc(C(=O)O)c2ccccc2c1=O)NCC1CCCO1 (stereo unspecified)
 : . | i
Cc1cccc(/C=N/Nc2cc(N3CCOCC3)nc(N3CCOCC3)n2)c1
 : . | ?
CC(C)c1ccc(CCNC(=O)c2ccc([N+](=O)[O-])cc2)cc1
 : -9.5 | -7.7%
CC(=O)N1CCN(S(=O)(=O)c2cccc(C(=O)OCC(=O)N3CC(=O)Nc4ccccc43)c2)CC1
 : . | ?
COCCCNC(=S)N1CCCC(c2nc3cc(C)c(C)cc3[nH]2)C1 (stereo unspecified)
 : 4.2 | -7.8%
CC1CCN(S(=O)(=O)c2ccc(C(=O)NCc3ccc4c(c3)OCO4)cc2)CC1
 : . | ?
CN(c1ccccc1C(=O)Nc1ccc(CC#N)cc1)S(=O)(=O)c1ccccc1
 : . | ?
Clc1ccc(OCCCn2cncn2)cc1Cl
 : . | i
Cc1cc2c(c(=O)n1CC1CCCO1)C(c1ccc3c(c1)OCO3)C(C#N)=C(N)O2 (stereo unspecified)
 : 0.8 | 12.5%
Cc1noc(/C=C/c2ccco2)c1S(=O)(=O)N1CCC(C(=O)N(C)Cc2ccccc2)CC1
 : . | ?
Cc1cccc(C(=O)Nc2ccc(C(=O)/C=C/c3cccs3)cc2)c1
 : . | ?
CC(=O)c1cccc(N(CC(=O)Nc2cc(C)cc(C)c2)S(C)(=O)=O)c1
 : 0.4 | -3.2%
CCOC(=O)N1CCN(C(=O)CSCC(=O)Nc2nc(-c3ccc4c(c3)OCO4)cs2)CC1
 : . | ?
Cc1ccc(NCc2nc3ccccc3n2C)cc1C
 : . | ?
COc1ccc(NC(=O)CSc2nccn2C)c([N+](=O)[O-])c1
 : 16.7 | -6.3%
O=C(O)c1ccccc1NC(=O)c1cc2ccccc2oc1=O
 : 0.5 | i
CSCC[C@H](NC(=O)C(C)Oc1ccc(Cl)cc1)c1nc2ccccc2[nH]1 (stereo partly specified)
 : 21.5 | i
CCN(CC)S(=O)(=O)c1cc(C(=O)Nc2cc(C)on2)c(Cl)cc1Cl
 : -16.4 | -12.0%
Cc1ccc(OCCC(=O)Nc2ccc(S(=O)(=O)N3CCCC3)cc2)cc1
 : -13.0 | i
CCOC(=O)N1CCN(C(=O)c2ccc3c(=O)n4c(nc3c2)CCCCC4)CC1
 : -6.9 | -4.7%
CC1CCN(S(=O)(=O)c2ccc3c(c2)oc(=O)n3CC(=O)NCc2ccc3c(c2)OCO3)CC1
 : . | ?
O=C(NCc1ccc(Cl)cc1)C1CCCN1C(=O)Nc1ccccc1 (stereo unspecified)
 : 22.2 | i
CCCc1cc(=O)[nH]c(SCC(=O)Nc2cccc(S(=O)(=O)N3CCOCC3)c2)n1
 : -9.5 | 2.0%
COc1cccc(N/C(SC)=C(/C#N)C(=O)NCc2cccs2)c1
 : . | 15.2%
CCOC(=O)C(C)Sc1nc(-c2ccco2)cc(C(F)(F)F)c1C#N (stereo unspecified)
 : . | ?
C=CCn1c(C(CC(C)C)CC(C)O)n[nH]c1=S (stereo unspecified)
 : . | ?
Cc1c(NC2=NC3(CCCCC3)Cc3ccccc32)c(=O)n(-c2ccccc2)n1C
 : . | ?
Clc1ccc(CSc2cc3c(nn2)-c2ccccc2CC3)cc1Cl
 : . | ?
Cc1ccc(-n2c(SCC(=O)N(C)C3CCS(=O)(=O)C3)nc3ccccc3c2=O)cc1 (stereo unspecified)
 : . | ?
CCOC(=O)N1CCN(C(=O)C2CCN(S(=O)(=O)c3ccccc3)CC2)CC1
 : . | i
COC(=O)[C@@H]1C[C@@]2(O)[C@@H](O)[C@@H](O)[C@@H](O)C[C@H]2N1Cc1ccc(C)s1
 : 23.7 | 9.7%
O=C(COc1ccc([N+](=O)[O-])cc1)Nc1ccc2[nH]c(=O)[nH]c2c1
 : . | ?
CC(O)CNc1nc2c(c(=O)n(C)c(=O)n2C)n1Cc1cccc(C(F)(F)F)c1 (stereo unspecified)
 : . | i
Cc1c(NC(=O)Nc2ccc(Cl)cc2Cl)c(=O)n(-c2ccccc2)n1C
 : 19.4 | -6.6%
CCOc1ccc(N(CC(=O)Nc2c(C)n(C)n(-c3ccccc3)c2=O)S(=O)(=O)c2ccccc2)cc1
 : . | ?
O=C(NC1CCCCCCC1)c1cc(F)c(F)cc1Cl
 : . | ?
CCc1ccc(NC(=O)CN2C(=O)CC(C)S(=O)(=O)c3ccccc32)cc1 (stereo unspecified)
 : 4.2* | 20.6µM*
CC(C)CNC(=O)COC(=O)c1ccc2c(c1)C(=O)N(Cc1ccco1)C2=O
 : 17.5 | -3.7%
CCC(C)C(=O)Nc1cc(C(=O)OC)cc(C(=O)OC)c1 (stereo unspecified)
 : . | ?
O=C(CSc1nc2ccccc2n1-c1ccccc1)NCC1CCCO1 (stereo unspecified)
 : -11.2 | 9.3%
Cc1cc(NC(=O)CCC(=O)N(C(C(=O)NC(C)(C)C)c2ccccc2Cl)C(C)(C)C)no1 (stereo unspecified)
 : . | ?

(continued)
Values in the order – S3 lipid droplet cell count max | S3 lipid droplet
CC1CCCC(NC(=O)COC(=O)[C@@H]2CC(O)CN2S(=O)(=O)c2ccc3c(c2)OCCO3)C1C (stereo partly specified)
 : 1.5 | 9.0%
Fc1ccc(-c2nnc(SCc3ncc(-c4ccccc4)o3)n2CC2CCCO2)cc1 (stereo unspecified)
 : . | ?
CC1CCN(c2ccc3c(c2)S(=O)(=O)c2cccc(C(=O)NCc4ccc(F)cc4)c2C3=O)CC1
 : . | ?
COc1ccccc1N(C)S(=O)(=O)c1ccc(C(=O)O)cc1
 : -4.3 | -19.5%
CC/C(=N\NC(=O)Cc1ccc(Br)cc1)c1cccs1
 : . | i
CC1CCN(C(=S)Nc2ccc3nc4n(c(=O)c3c2)CCCCC4)CC1
 : 0.9 | -22.3%
CC(C)[C@H](NC(=O)N1c2ccccc2NC(=O)[C@@H]1C(C)C)C(=O)N[C@@H](C(=O)O)c1ccccc1
 : . | ?
Nc1nnc(-c2ccccc2)c(-c2ccccc2)n1
 : . | i
CC(=O)c1cccc(NC(=O)c2ccc(N(Cc3ccccc3C)S(C)(=O)=O)cc2)c1
 : . | ?
COc1ccc([N+](=O)[O-])cc1NC(=O)c1ccc(CN(c2ccc(C)c(C)c2)S(C)(=O)=O)cc1
 : . | ?
Cc1cc(C)n(-c2nc(NC(C)C)nc(NC(C)C)n2)n1
 : . | ?
CC(C)(C)C1CCC(=NNC(=O)c2cc(-c3ccccc3)n[nH]2)CC1 (stereo unspecified)
 : . | ?
Cc1ccc(C(=O)OCC(=O)NC(=O)c2cccn2C)cc1
 : . | ?
CCCCn1c(N)c(N(CCOC)C(=O)c2cc3c(s2)CCCCC3)c(=O)[nH]c1=O
 : 1.3 | 20.9%[0.0737 µM]
CCCN(CCC)CC(O)Cn1c2ccccc2c2ccccc21 (stereo unspecified)
 : -1.1 | 3.4%
O=C(Oc1ccc(F)cc1C(=O)/C=C/c1cccs1)c1cccc([N+](=O)[O-])c1
 : . | ?
COc1ccc(CNC(=O)C2CCC(CNC(=O)[C@@H]3Cc4ccccc4CN3)CC2)cc1 (stereo partly specified)
 : . | ?
CCCOc1cccc(C2C(C(=O)c3cc4ccccc4o3)=C(O)C(=O)N2c2cc(C)on2)c1 (stereo unspecified)
 : . | ?
COC(=O)c1ccc(C(C(=O)NC2CCCCC2)N(Cc2ccc(F)cc2)C(=O)Cc2cccs2)cc1 (stereo unspecified)
 : . | ?
CC(C)CNC(=O)c1cc([N+](=O)[O-])ccc1N1CCCCC1
 : 13.6 | 14.5%
Cc1ccc(S(=O)(=O)NNC(=O)c2ccccc2O)cc1
 : . | ?
Cc1ccc(-n2cc(C(C)(C)C)[nH]c2=S)cc1
 : . | ?
O=C(N/N=C/c1ccc(-c2ccccc2[N+](=O)[O-])o1)c1cncc(Br)c1
 : -19.3 | -4.3%
CCC(C)(C)n1nnnc1C(c1cccs1)N1CCN(Cc2ccccc2)CC1 (stereo unspecified)
 : . | ?
Cn1ccc2cc(-c3ccc4ncnc(NCc5cccs5)c4c3)ccc21
 : . | ?
Cc1ccc(CN2CCCN(Cc3c(C)cc(C)cc3C)S2(=O)=O)cc1
 : . | ?
Cc1ccc(/C=N/N=C2/NC(=O)C(CC(=O)Nc3ccc(Cl)cc3)S2)o1 (stereo unspecified)
 : -2.3 | -4.2%
CS(=O)(=O)N(CC(=O)NCCc1ccccc1)C1CCCCC1
 : 24.6 | i
O=C1c2ccccc2-c2ccc(C(=O)N3CCOCC3)cc21
 : . | i
CCOC(=O)Cn1c(N2CCOCC2)nc2c1c(=O)[nH]c(=O)n2C
 : 4.5 | i
CCCn1c(=S)[nH]c2cc(C(=O)N3CCN(C4CCCCC4)CC3)ccc2c1=O
 : -3.8 | i
CC(C)(C)NS(=O)(=O)c1cccc(S(=O)(=O)c2cccc(S(=O)(=O)NC(C)(C)C)c2)c1
 : . | ?
O=C(Nn1cnnc1)C1CCCN1S(=O)(=O)c1ccc(F)cc1 (stereo unspecified)
 : 14.1 | -4.5%
CCNC(=S)N1CCN(c2ncccn2)CC1
 : 12.3 | 20.0%
Cc1ccc(NC(=O)COC(=O)CCc2c[nH]c(=O)[nH]2)cc1
 : . | i
CC1CCCCN1Cc1nc2ccccc2c(=O)[nH]1 (stereo unspecified)
 : . | -5.0%
CC(C)c1ccccc1NC(=S)NC1CCCCC1
 : . | ?
Cc1cc(C(=O)Nc2sc3c(c2C#N)CCC(C(C)(C)C)C3)no1 (stereo unspecified)
 : . | ?
O=C(c1cc(-c2cccs2)on1)N1CCN(c2ccccc2)CC1
 : . | ?
O=C(NC1CCSc2ccccc21)c1cccc(OC(F)F)c1 (stereo unspecified)
 : . | ?
CC(C)N(CC(N)=O)C(=O)Cc1coc2cc3c(cc12)CCC3
 : 0.4 | 0.8%
COC(=O)c1cn(-c2ccccc2)c(C)c1C(=O)OC
 : 5.8 | 8.9%
CCOC(=O)c1ccccc1NS(=O)(=O)c1ccccc1
 : . | ?
NC(=O)C1CCN(C(=O)c2ccc3ccccc3c2)CC1
 : . | ?
COC(=O)CC1C(=O)NCCN1C(=O)Nc1cccc(Cl)c1 (stereo unspecified)
 : . | ?
CCOC(=O)c1cccnc1SCC(=O)NCc1ccccc1
 : . | i
Cc1cc(C)c(S(=O)(=O)/N=C2\C=C(Nc3ccc(C(=O)O)cc3)C(=O)c3ccccc32)c(C)c1
 : 11.7* | 0.92µM*
Cc1ccccc1CN(CC1CCC(C(=O)O)CC1)C(=S)Nc1ccccc1F (stereo unspecified)
 : 7.3 | 0.5%
Cn1c(=O)n(Cc2ccc(Cl)cc2)c(=O)c2c1nc1n2CCN1Cc1ccco1
 : . | -8.0%
Cc1cccc(C)c1NC(=S)N1CCCN(C)CC1
 : . | ?

Part of the list above in order of formula weight, rising:
Values in the order – S3 lipid droplet cell count max | S3 lipid droplet
NC(=O)C1CCN(C(=O)c2ccc3ccccc3c2)CC1
 : . | ?
COC(=O)CC1C(=O)NCCN1C(=O)Nc1cccc(Cl)c1 (stereo unspecified)
 : . | ?
Cn1c(=O)n(Cc2ccc(Cl)cc2)c(=O)c2c1nc1n2CCN1Cc1ccco1
 : . | -8.0%
Cc1cc(C)c(S(=O)(=O)/N=C2\C=C(Nc3ccc(C(=O)O)cc3)C(=O)c3ccccc32)c(C)c1
 : 11.7* | 0.92µM*

Filtered by structure: the entries above containing a CF3 group
Values in the order – S3 lipid droplet cell count max | S3 lipid droplet
CCOC(=O)C(C)Sc1nc(-c2ccco2)cc(C(F)(F)F)c1C#N (stereo unspecified)
 : . | ?
CC(O)CNc1nc2c(c(=O)n(C)c(=O)n2C)n1Cc1cccc(C(F)(F)F)c1 (stereo unspecified)
 : . | i
